# Screening results from PubChem BioAssay.
# GSIS activator: GLuc luminescence reporter in INS-1E cells, primary screen for activators of glucose-dependent secretion of insulin; INS-1E GLuc reporter insulin secretion, 2-3 h; activation, % at 16.6 µM; 0.61% of 370,000 active;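 active means lowest replicate activation of at least 40%, so every replicate reaches that level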;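 further: 0% = median of neutral control wells and 100% = median of IBMX positive control wells; some compounds called inactive have numbers as strong as hits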
# F508del corr: CFTR F508del correction in bronchial cells; AID 720511; activity (quench increase), % at 7.58 µM; 0.36% of 350,000 active; CFBE cells, YFP halide quenching; stimulated with forskolin plus potentiator P3; % fluorescence drop versus neutral controls;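 active means mean added fluorescence quench of at least 8% versus neutral control, with both replicates also reaching 8%; inconclusive means only one of the mean or replicate conditions met; inactive means mean below 8% and not both replicates reaching 8%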;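 further: cells transiently co-express mutant CFTR-F508del with the halide-sensitive YFP; corrector assay measuring rescue of mutant channel to the surface after 24 h compound exposure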
# DENV2 CPE: inhibitors of DENV2 cytopathic effect; 1.7% of 350,000 active; DENV2-infected cells, cytopathic effect rescue, plate reader; AID 651640; CPE inhibition, % at 9.99 µM; in the data active means CPE inhibition above about 20%, passing the limit was not always enough; inconclusive means no clear call, values can overlap the other calls; tested in BHK-21 cells;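 further: 0% = median of neutral control wells and 100% = median of positive control wells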
# PAX8 reporter: lowers PAX8-driven luciferase in RMG-I cells; RMG-I TPO-luciferase reporter, SteadyGlo, 24 h; inhibition, % at 12.6 µM; 1.2% of 360,000 active; AID 652154;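 active means mean replicate inhibition at least 60% with every replicate also reaching 60%; inconclusive means only one of the two criteria is met; inactive means mean below 60% and not all replicates reaching 60%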;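 further: luciferase light reporting Pax8 driven TPO promoter activity; plate controls were median of neutral control wells for no effect and mitoxantrone controls for full effect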
# XiGFP reactiv: reactivates the inactive X chromosome in mouse fibroblasts; XiGFP mouse fibroblasts, % GFP-positive cells imaging, 3 d; cells co-treated with 5-aza-dC sensitizer; scaled so ellipticine positive control = 100%; activation, % at 7.58 µM; 0.055% of 360,000 active; AID 743238;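 active means mean normalized replicate activation at least 10% and every replicate at or above 10%; inconclusive means only one of the two criteria met; inactive means mean below 10% and not all replicates reach 10%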;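 further: 0% = median of on-plate neutral control wells and 100% = ellipticine 6 µM median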
#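 material = 68-5-11 XiGFP fibroblast line | medium = DMEM plus 5-aza-dC sensitizer | schedule = 3 days compound exposure | benchmarks = positive control ellipticine, 6 µM final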
# ERp5 inh: ERp5 (human) disulfide isomerase inhibition | Q15084 | ERp5 insulin aggregation, absorbance 650 nm, 90 min | inhibition, % at 9.99 µM | 0.05% of 350,000 active | AID 651711;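 active means mean replicate inhibition above about 25%, with every replicate also reaching it, limit read from the data, passing the limit was not always enough; inconclusive means only one of those two criteria met; inactive means neither criterion met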
# Target sequence (Q15084 whole entry, looked up): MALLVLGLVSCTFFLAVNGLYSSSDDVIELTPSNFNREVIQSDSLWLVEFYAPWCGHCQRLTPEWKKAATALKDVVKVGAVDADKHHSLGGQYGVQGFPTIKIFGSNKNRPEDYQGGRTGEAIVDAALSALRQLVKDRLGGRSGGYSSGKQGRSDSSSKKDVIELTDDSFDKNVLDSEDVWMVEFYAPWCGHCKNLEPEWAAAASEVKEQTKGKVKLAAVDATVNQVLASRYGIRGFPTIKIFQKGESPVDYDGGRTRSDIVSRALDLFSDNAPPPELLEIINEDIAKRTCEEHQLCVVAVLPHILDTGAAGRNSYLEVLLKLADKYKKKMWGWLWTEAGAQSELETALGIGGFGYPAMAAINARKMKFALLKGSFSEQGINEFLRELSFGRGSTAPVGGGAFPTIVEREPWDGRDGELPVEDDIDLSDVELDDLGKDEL
# ARNT-TACC3 inh: disruptors of human ARNT/TACC3 interaction; AlphaScreen His-ARNT PAS-B/GST-TACC3 binding, luminescence; TACC3 fragment carries E629A point mutation; 0.66% of 390,000 active; inhibition, % at 9.99 µM;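 active means mean inhibition of replicates at least 50% and at least half of replicates each reaching 50%; inconclusive means half or more replicates reach 50% but mean below 50%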;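 further: 0% = complete ARNT plus TACC3 wells and 100% = ARNT alone without TACC3; many hits fall short of the cut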
# EWS-Fli inh: EWS/Fli transcriptional activity inhibition; A673 NR0B1-luciferase reporter, viability-normalised; inhibition, % at 12.6 µM; 0.67% of 350,000 active; AID 651661;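 active means mean inhibition of at least 50% after viability correction, with every replicate also passing that limit; inconclusive means mean reaches 50% but only one of two replicates passes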;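 further: firefly luciferase signal divided by Alamar Blue viability fluorescence both relative to DMSO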
# Numbers without * were called inactive; ? = inconclusive; nt = not tested or not shown; & = joins results of further samples.
SMILES,GSIS activator,F508del corr,DENV2 CPE,PAX8 reporter,XiGFP reactiv,ERp5 inh,ARNT-TACC3 inh,EWS-Fli inh
O=C(C[C@H]1C[C@@H]2c3cc(NC(=O)c4cccnc4)ccc3O[C@@H]2[C@H](CO)O1)NCc1ccncc1,0.4&3.3,-0.7,1.0,-10.9,0.1&-0.1,7.2,nt,-5.6
COCCN1C(=O)c2cc(C(=O)Nc3cccc(F)c3)ccc2C1Nc1cccc(F)c1 (stereo not drawn),27.0,-3.0,-5.8,11.3,0.2,4.4,-7.1,4.9
NS(=O)(=O)c1ccc(NC(=O)c2cccc3cc4ccccc4nc23)cc1,nt,18.5*,-2.2,5.9,1.5,8.7,-13.2,-0.4
CC(Cc1n[nH]c(=S)o1)c1ccccc1 (stereo not drawn),10.7,3.3,18.8,8.9,0.0,0.2,-10.7,6.7
COc1cc(Cl)c(CNC[C@H]2O[C@@H](n3ccc(=O)[nH]c3=O)[C@H](O)[C@@H]2O)c(Cl)c1O,2.6,2.5,2.5,1.2,0.0,4.7,-2.5,0.3
O=C(CCS(=O)(=O)c1ccc(Cl)cc1)NCCN1C(=O)S/C(=C\c2ccccc2F)C1=O,3.7,6.2,-7.0,-15.0,0.1,1.5,-0.9,-32.1
COc1ccc(S(=O)(=O)N2CCN(c3ncccn3)CC2)cc1,21.5,-0.9,2.2,-8.4,0.0,2.4,-7.4,-0.5
CO[C@@H]1CN(C)C(=O)c2cc(NC(=O)CC(F)(F)F)ccc2OC[C@H](C)NC[C@@H]1C,2.4,-1.0,0.3,nt,0.1,-2.5,nt,-16.7
COc1cc(C(=O)OCC(=O)NCCC2=CCCCC2)cc(OC)c1OC,28.1,-1.4,2.0,-3.1,0.1,3.7,3.8,-6.1
O=C(/C=C/Nc1cccc(C(F)(F)F)c1)C(F)(F)F,-2.7,-0.7,-1.0,nt,nt,2.4,0.0,2.5
CCOC(=O)c1ccc(NC(=S)N2CCN(CCN=CC3=C(O)CC(C)(C)CC3=O)CC2)cc1,-1.6,0.3,6.4,-8.1,0.0,-4.2,-3.2,-9.9
COc1ccc(OC)c(NC(=O)c2cc(S(=O)(=O)N(C)C)ccc2N2CCCC2)c1,8.5,1.1,-8.9,-1.9,0.0,1.5,1.2,1.2
COC(=O)C[C@H]1CC[C@@H]2[C@H](COc3ccc(NC(=O)NC(C)C)cc3C(=O)N2C)O1,2.3,-0.4,?,0.1,0.4,-6.5,-5.9,6.1
O=C(COC(=O)c1cccc(O)c1)Nc1ccc(OC(F)F)cc1,-15.2,1.0,10.3,-2.8,0.0,-0.7,nt,9.6
CO[C@@H]1CN(C)C(=O)c2cc(NC(=O)NC3CCCCC3)ccc2OC[C@H](C)N(C(C)=O)C[C@H]1C,16.5,-1.3,nt,nt,0.5,nt,nt,0.6
CN(C)N1C(=O)/C(=C/c2ccco2)SC1=Nc1ccccc1,23.0,-0.3,-8.9,-6.7,0.0,-5.3,-1.3,15.2
COc1ccc(NC(=O)c2cccnc2SC)cc1S(=O)(=O)N1CCCCC1,-15.8,nt,-3.7,1.5,0.3,-2.4,0.1,-1.8
C[N+](C)(C)CCCNC(=O)c1ccc(/C=N/O)nc1,-0.6,0.4,-0.5,16.6,0.0,0.0,36.5,12.9
COc1ccc(-c2ccc(CN3C(C(C)C)C(=O)N(Cc4cn(Cc5ccco5)nn4)CCS3(=O)=O)cc2)cc1 (stereo not drawn),1.7,-1.1,-6.0,24.9,0.0,-5.5,nt,6.2
CCCC[n+]1ccn(-c2nc3ccccc3nc2[N-]S(=O)(=O)c2ccc(C)cc2)c1,-29.1,-5.6,-6.4,nt,nt,-4.3,-2.8,1.3
O=c1nc2ccccc2c2n1CC(CN1CCN(C(c3ccccc3)c3ccccc3)CC1)N2 (stereo not drawn),6.6,-2.6,-1.9,3.6,0.0,-40.9,20.9,4.3
CC(Oc1ccc(F)cc1)C(=O)Nc1ccccc1C(=O)N1CCCCC1 (stereo not drawn),8.8,2.7,1.7,3.7,0.1,3.9,-0.4,6.0
C[C@H](CO)N1C[C@H](C)[C@H](CN(C)Cc2ccc(-c3ccccc3)cc2)Oc2ccc(NC(=O)C3CC3)cc2CC1=O,-12.5,-3.1,5.2,17.7,0.2,5.0,17.1,19.9
CCOC(=O)c1sc(=NC(=O)/C=C/c2cccs2)n(C)c1C,14.3,-1.2,-4.9,-44.7,0.0,-5.4,6.0,-43.8
CCOC(=O)CSC1=C(C#N)C(c2ccccc2OC)CC(=O)N1 (stereo not drawn),-3.7,0.6,-9.9,32.6,-0.1,3.5,3.1,13.9
SMILES,GSIS activator,F508del corr,DENV2 CPE,PAX8 reporter,XiGFP reactiv,ERp5 inh,ARNT-TACC3 inh,EWS-Fli inh
Cc1ccc(NC(=O)c2ccc(NS(=O)(=O)/C=C/c3ccccc3)cc2)nc1,17.8,1.1,6.9,-15.2,0.1,2.3,5.2,7.0
CCOc1cccnc1Sc1ccccc1,7.1,-0.9,-1.2,4.1,0.0,-0.4,9.2,-12.8
CN(C)/C=C1\Cc2ccccc2C1=O,3.4,0.2,0.5,-6.7,0.8,-0.6,-0.4,1.1
COc1cccc(C(=O)OCC(=O)NCCC2=CCCCC2)c1,-7.7,-3.1,3.2,-16.2,0.2,3.4,nt,-0.2
O=C(Cc1ccncc1)NCC[C@@H]1CC[C@H](NC(=O)Nc2ccc(F)cc2)[C@H](CO)O1,8.9,-2.0,-4.1,4.6,0.2,-6.1,nt,3.7
O=C(Cn1cc[n+](CC(=O)c2ccc(Cl)cc2Cl)c1)c1ccc(Cl)cc1Cl,20.0,-0.6,14.8,10.8,0.0,1.8,nt,11.3
COc1ccc(S(=O)(=O)N(C)C[C@H]2Oc3ccc(NC(=O)c4ccncc4)cc3C(=O)N([C@@H](C)CO)C[C@H]2C)cc1,-3.1,2.0,-5.8,nt,0.0,6.7,-4.7,-16.8
CN(C)CC(=O)N[C@H]1CC[C@@H](CC(=O)NCCN2CCCCC2)O[C@H]1CO,10.6,0.9,-5.0,0.7,0.1,-6.2,-1.4,-1.6
CCCCn1c(NCCO)nc2ccccc21,5.5,-2.0,-6.0,13.4,0.1,-4.6,-3.9,-3.7
Cc1cc(C)c(C(=O)c2ccc(C(=O)N3CCCCC3)cc2)c(C)c1,-12.3,-3.9,-6.1,-5.9,0.1,1.7,-1.5,nt
O=C(COc1ccc2c(c1)OCO2)Nc1nncs1,9.9,-2.6,-1.1,-20.7,0.3,0.0,-10.3,-28.3
CCCNC(=O)[C@H]1[C@H](CO)[C@H]2Cn3c(ccc(-c4ccccc4F)c3=O)[C@H]2N1C(=O)CC,3.6,-0.6,10.5,-9.0,0.4,3.6,1.9,4.5
CCOC(=O)c1c(CN2CCOCC2)oc2ccc(OC(C)=O)cc12,-2.5,-7.5,-9.9,-8.5,0.0,4.3,-6.2,18.6
C=CCN1C(=O)/C(=C/c2cccs2)S/C1=N\S(=O)(=O)c1ccc(F)cc1,19.1,0.1,-9.3,28.5,-0.1,0.9,-7.8,-2.1
CCN(CC)CC(=O)N1c2ccccc2Sc2ccccc21,-7.7,2.3,15.0,10.1,0.0,-3.8,0.3,-3.2
C[C@@H](NC(=O)C[C@H]1CC[C@H](NC(=O)CN2CCOCC2)[C@@H](CO)O1)c1ccccc1,-5.4,-4.4,nt,6.6,-0.2,1.2,-7.3,-6.5
CN1CCN(S(=O)(=O)c2cccc(C(=O)N(Cc3ccccc3)c3ccccc3)c2)CC1,-12.7,-0.9,-8.4,18.6,0.1,1.3,nt,nt
CC(=O)N1C[C@H]2[C@@H](c3ccccc31)[C@H](CO)N2C(=O)c1ccc(F)cc1,5.4,1.9,-9.9,-23.8,1.1,6.4,5.4,1.0
CN(C)c1ccc(C(c2ccc(N(C)C)cc2)c2ccc([N+](=O)[O-])cc2)cc1,nt,-4.2,-6.1,1.7,0.0,-0.4,5.3,-3.0
CN(CC(=O)Nc1cccc(F)c1)C(=O)CN1c2cccc3cccc(c23)S1(=O)=O,-33.0,-3.2,-11.5,15.5,0.3,6.6,1.0,6.6
CCCCSCCCNC(=O)C1CCC(CNS(=O)(=O)c2ccccc2)CC1 (stereo not drawn),-5.5,-4.2,-1.0,5.0,-0.1,3.0,-2.1,10.0
C[C@H](CO)N1C[C@H](C)[C@@H](CN(C)C(=O)c2cccnc2)Oc2ncc(/C=C/c3ccccc3)cc2C1=O,-11.3,-2.4,21.8,5.5,0.4,-4.6,3.6,6.3
Cc1ccccc1C(=O)O/N=C(\N)Cc1cccs1,-14.6,-4.5,-1.6,-146.2,0.0,1.8,-4.5,nt
CCOc1ccc(NC(=O)COc2ccc(-n3cnnn3)cc2)cc1,16.4,-1.4,4.9,-2.4,-0.1,-1.5,nt,-7.7
C[C@@H]1CN([C@@H](C)CO)C(=O)c2cc(NC(=O)Nc3ccc4c(c3)OCO4)ccc2O[C@@H]1CN(C)Cc1ccc2c(c1)OCO2,-10.1,-2.0,41.9*,5.8,0.0,3.3,14.0,-14.2
SMILES,GSIS activator,F508del corr,DENV2 CPE,PAX8 reporter,XiGFP reactiv,ERp5 inh,ARNT-TACC3 inh,EWS-Fli inh
CN1CCN(C(=O)c2cnn(-c3ccccc3)c2NC(=O)c2ccccc2)CC1,-3.8,-0.6,4.1,-9.6,-0.1,0.4,nt,5.0
CCN(CC)c1ccc(NC(=S)NC(=O)C2CCC2)cc1,-42.6,-3.8,4.3,-62.8,0.0,4.4,26.9,-32.3
COc1cc(O)c(C(C)=O)c2c1C=CC(C)(C)O2,-4.1,-1.8,26.7*,nt,nt,1.5,-1.8,-75.0
Cn1nc(-c2ccc(Cl)cc2)cc1NC(=O)CSCC(=O)O,12.9,0.4,2.8,12.8,0.4,-3.1,nt,-3.3
COc1ccc(-c2ccc([C@H]3[C@H](C#N)N[C@H]3CO)cc2)cc1,10.0,-7.3,-8.2,-29.5,0.0,0.4,17.7,-19.2
CCOC(=O)c1cc(-c2ccccc2C)nn1Cc1cc(CC)no1,8.4,1.5,-14.1,-122.9,0.0,2.1,-10.6,-5.4
O=C(C[C@H]1C=C[C@@H](NC(=O)C2CCOCC2)[C@@H](CO)O1)NCC1CCCCC1,1.8,0.4,1.6,nt,0.0,3.8,4.7,-9.8
CN1C(=O)c2cc(NC(=O)Nc3cccc(Cl)c3)ccc2OC[C@H]2O[C@@H](CC(=O)O)CC[C@H]21,-1.9,-1.1,-3.1,-0.1,0.5,-2.3,-8.3,-2.5
CC(C)(C)c1ccc(OCC(O)CN2CCOCC2)cc1 (stereo not drawn),1.0,0.5,?,-15.6,0.2,5.3,-8.0,6.9
CCC(OC(=O)CN1C(=O)C(=O)c2ccccc21)C(=O)Nc1ccccc1OC (stereo not drawn),-24.9,-1.8,7.4,-3.3,0.3,-0.1,-3.9,10.2
C[C@H](CO)N1C[C@H](C)[C@H](CN(C)Cc2ccc(F)cc2)OCc2ccccc2-c2c(n(C)c3ccccc23)C1=O,-8.7,-0.7,11.6,nt,0.0,nt,nt,14.5
Cc1ccc(OCC(=O)N2CCN(S(=O)(=O)c3ccc4c(c3)OCCO4)CC2)c(C)c1,nt,-1.2,2.8,5.2,-0.1,1.3,1.2,5.6
NNC(=O)c1ccc(O)cc1O,nt,5.0,-1.8,-24.9,0.0,-1.4,55.6*,-11.6

# Compounds were not picked by outcome. About 4.2% of those tested had a hit in this group.
